Screens: PubChem, National Center for Advancing Translational Sciences (NCATS)
MCF10A rerep: DNA re-replication induction in MCF 10a cells | MCF 10A DNA re-replication, Hoechst nuclear intensity, 48 h | Potency, µM (highest dose often 46.1 µM), inactives show top-dose activity, positive = re-replication, actives largely listed as activators | 350,000 compounds, 2.9% hits; also: potency is read from the fitted curve at half-maximal effect; % of control where 0% means no effect; nearly all actives have a fitted effect of over 50% in size
HT1080-NT tox: kills 2HG-producing HT-1080-NT fibrosarcoma cells. HT-1080-NT fibrosarcoma viability, CellTiter-Glo ATP luminescence, 48 h. Potency, µM (series often up to 46.1 µM), for inactives: top-dose activity, negative = less viability, most hits filed as cytotoxic. 360,000 compounds, 1.6% hits. AID 686970;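 also: NT is the 2HG producing partner of a matched IDH1 knockdown line; potency is read from the fitted curve at half-maximal effect; 0% = DMSO-treated cells and -100% = media-only wells without cells; nearly all actives have a fitted effect of over 55% in size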
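HT-1080-NT fibrosarcoma cells (2HG-overproducing), 750 cells/well in RPMI with 5% FBS, dosed after 2 h and incubated 48 h at 37C. CellTiter-Glo luminescence normalized to DMSO and no-cell wells; concentration-response curves fitted and classed.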
ATXN viability: reduces viability in counter-screen for ATXN expression inhibitors; S2 cells (HEK-293 line with an ATXN2-luciferase reporter) viability, CellTiter-Fluor protease fluorescence, 24 h; Potency, µM (highest dose often 56.7 µM), usual class: cytotoxic; 400,000 compounds, 0.49% hits; AID 651635; also: potency is read from the fitted curve at half-maximal effect; nearly all actives have a fitted effect of over 40% in size
KB-3-1 tox: kills parental KB-3-1 adenocarcinoma cells. KB-3-1 viability, CellTiter-Glo ATP luminescence, 72 h. Potency, µM (top dose mostly 46.1 µM), inactives show at the top dose activity change, negative = cytotoxic, usual class: cytotoxic. 400,000 compounds, 1.4% hits; also: potency is read from the fitted curve at half-maximal effect; % is scaled to controls: 0 for no effect and ±100 for the full control effect; nearly all actives have a fitted effect of over 60% in size
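72 h, 37 °C compound treatment of KB-3-1 parental cells; CellTiter-Glo added, 10 min, luminescence read. Data corrected against DMSO-only plates and normalized before curve fitting.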
ATXN2 expr inh: inhibitors of ATXN2 expression; HEK-293 ATXN2-luciferase reporter, luminescence, 24 h; Potency, µM (titrated, usually from 57 µM), without a hit: at the top dose activity change, negative = inhibition, actives largely listed as inhibitors; 360,000 compounds, 0.72% hits; AID 1745845; also: potency is read from the fitted curve at half-maximal effect; % is scaled to controls: 0 for no effect and ±100 for the full control effect; nearly all actives have a fitted effect of over 55% in size
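qHTS (up to 57 uM final) was run with 24 h compound exposure of reporter cells at 37 °C. Each well was multiplexed: SteadyGlo luminescence measured ATXN2-luciferase expression after a fluorogenic Gly-Phe-AFC viability readout (25 uM final).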
HepG2 tox: kills HepG2 cells in TGF-b inhibitor counter-screen. AID 588856. 410,000 compounds, 0.76% hits. Potency, µM (highest dose often 46.1 µM), without a hit: top-dose activity change, negative = cytotoxicity, hits mostly cytotoxic. HepG2 CAGA-GFP viability, ATP luminescence, 18 h; also: potency is read from the fitted curve at half-maximal effect; some results filed as inactive show a strong effect at the top dose
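CellTiter-Glo luminescence gave cytotoxicity after 18 hours at 37 degrees C. The cells were HepG2 CAGA-GFP in 1% FBS DMEM, stimulated with 500 pg/mL TGF-beta after compound addition. %Activity was normalised to no-cell wells (complete cell-killing) and DMSO (no toxicity), and curves were fitted and classified.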
IL1B secr inh: blocks inflammasome-driven IL-1 beta release; activity change, % at 57.5 µM; 360,000 compounds, 4.7% hits; THP-1 LPS/ATP IL-1B secretion, AlphaLISA, 16 h; stronger effect = lower value; in the data active = activity change below about -50%; inconclusive = mostly about -30% to -49%; also: % is scaled to controls: 0 for no effect and ±100 for the full control effect
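Secreted IL-1B measured by AlphaLISA bead assay after 16 h compound exposure of THP-1 cells; compounds (final up to 57.5 uM) added 1 h before LPS (250 ng/mL) and ATP (1.25 mM) stimulation; lower signal means less secretion.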
SW480 rerep: inducers of DNA re-replication in SW480 colon cancer cells. 340,000 compounds, 1.8% hits. SW480 DNA re-replication, Hoechst DNA content imaging, 48 h. Potency, µM (top dose mostly 46.1 µM), for the others: at the highest dose re-replication activation, actives largely listed as activators. AID 624297; also: potency is read from the fitted curve at half-maximal effect; % of control where 0% means no effect; nearly all actives have a fitted effect of over 55% in size
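Compounds, transferred as 23 nL by pin tool, were incubated with cells for 48 hr; DNA content per nucleus was then quantified by Hoechst staining and fluorescence plate imaging.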
HT1080 IDH1KD tx: HT-1080 IDH1 knockdown cell toxicity (counter line) | HT-1080 IDH1 knockdown viability, ATP luminescence, 48 h | Potency, µM (top dose mostly 46.1 µM), without a hit: at the top dose activity, negative = toxicity, usual class: cytotoxic | 360,000 compounds, 2% hits | AID 686971;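 also: potency is read from the fitted curve at half-maximal effect; 0% = DMSO wells and -100% = cell-free medium wells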
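CellTiter-Glo luminescence after 48 h compound exposure at 37 degrees C of IDH1-knockdown HT-1080 cells in 5% FBS RPMI. %Activity scaled between DMSO wells and cell-free media wells, with curves fitted and assigned curve classes.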
Starred values were filed as active, the others as inactive; i = inactive; ? = inconclusive; nt = no result given; & = joins results of further samples; [ ] = remark or other dose. Unless noted, calls follow the shape of the dose curve; as a rule, active = well fitted curve in the direction sought with a large enough effect; inconclusive = small, poorly fitted or top-dose-only effect, or another doubt; inactive = no such curve, though single readings can be large; an effect the other way counts as inactive or inconclusive.

Fields: MCF10A rerep, HT1080-NT tox, ATXN viability, KB-3-1 tox, ATXN2 expr inh, HepG2 tox, IL1B secr inh, SW480 rerep, HT1080 IDH1KD tx
- CCNc1ccc(C(=O)OCC(=O)NCc2ccccc2Cl)cc1[N+](=O)[O-]
  ?, 7%, i, -4%, 1%, -1%, 2, -6%, 5%
- CCC(=O)Nc1cccc(-c2cn3ccsc3n2)c1
  -4%, 17%, i, 11%, 4%, -2%, 3, 0%, 11%
- O=C(O)Cn1c(CCS(=O)(=O)c2ccc(Br)cc2)nc2ccccc21
  -12%, 8%, i, 0%, -10%[11.3 µM], 1%, -12, -3%, 24%
- Cc1cccc(CSCc2ccc(C(=O)NC(C)C)o2)c1
  4%, -1%, i, -5%, -5%, 3%, 0, -2%, 2%
- CCn1cc(-c2cc(C(=O)O)c3ccccc3n2)c(C)n1
  -8%, 16%, i, 16%, -2%, 22%, 20, -80%[inhibitor], 17%
- Cc1ccc(C)c(OCC(O)CN2CCC(Cc3ccccc3)CC2)c1 (stereo not given)
  -3%, ?, nt, ?, nt, -86%, -60*, -4%, -15%
- CCCn1nc(CC(=O)OCC)c2ccccc2c1=O
  -2%, 0%, i, 3%, 5%, -37%, 0, -8%, -1%
- Cc1cc(C(=O)c2ccc(C(C)(C)C)cc2)c(NC(=O)CCl)s1
  ?, ?, ?, ?, ?, -102%, -51*, 3%, ?
- C[n+]1ccccc1/C=C/c1ccc(C#N)cc1
  5%, 8%, i, 11%, 6%, -7%, 9, 0%, 1%
- CC(C)CC(O)(CC(C)C)C(=O)NNc1ccccc1
  5%, -17%, i, -6%, 4%, -3%, 3, 1%, ?
- O=C(NCc1ccccn1)C1CN(S(=O)(=O)c2ccccc2)CCN1S(=O)(=O)c1ccccc1 (stereo not given)
  -4%, -14%, i, 3%, -23%, 1%, 7, -3%, -17%
- Cc1cnc(NC(=O)CSc2ccc(Cl)cc2)s1
  5%, -23%, i, -11%, 7%, -12%, -5, -1%, -26%
- Cc1ccc(CSc2nnc(-c3cnccn3)n2C)cc1
  ?, 10%, i, 20%, 16%, 15%, -1, 10%, 18%
- Cc1cccc(NC(=O)c2cc([N+](=O)[O-])ccc2N2CCCCC2)n1
  0%, -5%, i, -9%, -4%, 22%, 12, 6%, 1%
- O=C(C[C@H]1C/C=C/CC[C@H](Cc2ccc(F)cc2)C(=O)O[C@H](c2ccccc2)CNC1=O)NCCO
  7%, -4%, i, 6%, 9%, -43%, 9, ?, -2%
- C=CCNS(=O)(=O)c1ccc2nsnc2c1
  13%, 10%, i, 2%, 2%, -24%, 12, -10%, 0%
- CCn1ccnc1CN(C)C(=O)c1cc(COc2ccc(-n3cncn3)cc2)on1
  -9%, -2%, i, -4%, 11%, -7%, 22, -45%[inhibitor], 1%
- c1ccc(SCc2nc3ccccc3[nH]2)cc1
  -20%, -3%, i, 2%, 60%[activator], -3%, 7, 2%, -24%
- COC(=O)c1ccc(C(=O)OC)c(NC(=O)CSCc2ccc(Cl)cc2)c1
  2%, 13%, i, -1%, -6%, 13%, 12, 3%, 19%
- CN1C(=O)[C@H]2[C@@H](c3ccccc3)N[C@]3(CCCN(Cc4ccco4)C3=O)[C@H]2C1=O
  nt, 5%, i, 22%, 4%, 2%, 0, nt, -1%
- C=CCc1cccc(Cl)c1OCCON1C(=O)CCC1=O
  -3%, 0%, i, 13%, 3%, -23%, 5, -2%, 4%
- Cc1cccc(NC(=O)Cn2nnc(-c3cccs3)n2)c1C
  0%, 12%, i, 0%, -11%, -39%, -5, -6%, 11%
- CCOC(=O)c1nnc2cc(-c3ccccc3)nn2c1C
  -3%, 1%, i, 1%, 5%, -5%, 8, -9%, 7%[9.24 µM]
- CCOC(=O)c1ccccc1NC(=O)N1CCC(N2CCN(Cc3ccccc3)C(=O)C2=O)CC1
  nt, nt, i, -4%, -3%, -14%, nt, nt, nt
- O=S(=O)(NCc1ccccc1)c1ccc(S(=O)(=O)N(Cc2cccs2)CC2CCCO2)cc1 (stereo not given)
  1%, 6%, i, -1%, -21%, -19%, -2, 1%, -1%
- COc1ccccc1N1CCN(C(=O)c2cccc(N3C(=O)NC4CC3(C)Oc3ccccc34)c2)CC1 (stereo not given)
  5%, -21%, i, ?, 19%, -12%, -23, 2%, -20%
- C/C(=N\NC(=O)c1ccc2c(c1)OCO2)c1ccc(NS(C)(=O)=O)cc1
  -1%, -14%, i, -1%, 23%, -7%, 16, -3%, -8%
- COc1ccc(CNc2nc3nc(C)c(Cl)c(=O)n3[nH]2)cc1OC
  -4%, 19%, ?, 7%, -5%, -3%, 20, -13%, 25%
- Cc1ccc(C(=O)Nc2ncccc2O)o1
  1%, -1%, ?, -7%, -4%, -10%, 27, 16%, -8%
- Cn1c(=O)oc2cc(S(=O)(=O)NCCN3CCN(c4ccccc4F)CC3)ccc21
  0%, 3%, i, -6%, 5%, -1%, 9, -9%, 2%
- O=C(CNS(=O)(=O)c1ccc(F)cc1)N1CCCCCC1
  18%, 5%, ?, 3%, 18%, 31%, 31, -124%[inhibitor], 8%
- Cc1ccc(C(=O)NCC(=O)OCC(=O)/C=C2\N(C)c3ccccc3C2(C)C)cc1C
  ?, -2%, i, -7%, -21%, -38%, 38, -4%, 1%
- CCOC(=O)c1c(NC(=O)CN2C(=O)NC3(CCC(C)CC3)C2=O)sc(C(=O)N(C)C)c1C (stereo not given)
  1%, 0%, i, 26%, -2%, -1%, -14, -12%, -1%
- CC(=O)c1cccc(NC(=O)c2ccc(-n3c(C)nnc3C)cc2)c1
  nt, nt, i, ?, 3%, 0%, nt, nt, nt
- Cc1nn(CCc2nn[nH]n2)c2nc(C(F)(F)F)cc(C(F)(F)F)c12
  15%, 17%, i, 4%, -3%, 3%, 12, -4%, 18%
- O=S(=O)(NCc1cccnc1)c1cc(Cl)ccc1Cl
  4%, 8%, i, 6%, 3%, -5%, 8, -4%, 3%
- CCN(c1ccccc1)S(=O)(=O)c1cc(C(=O)Nc2ccc(Br)cc2)ccc1F
  ?, ?, i, ?, ?, -20%&-9%, ?, ?, ?
- COc1ccccc1C(=O)CSc1n[nH]c(N)n1
  1%, 19%, ?, 16%, 2%, 5%, 9, -4%, 0%
- O=C(O)c1ccc(OC(F)(F)C(F)C(F)(F)F)cc1 (stereo not given)
  -5%, -12%, i, 0%, -6%, -19%, -15, 0%, -6%
- COc1ccc(S(=O)(=O)N2CCC(C(=O)N[C@@H](C)C(=O)NCc3ccccn3)CC2)cc1
  nt, 6%, i, 27%, nt, -1%, -6, nt, 7%
- CCCCCn1c(=N)c(S(=O)(=O)c2ccccc2)cc2c(=O)n3ccccc3nc21
  nt, nt, ?, -5%, 8%, -7%, nt, nt, nt
- COc1ccc(/C=C/C(=O)OCC(=O)N2c3ccccc3CC2C)c(OC)c1 (stereo not given)
  nt, 4%, i, 0%, nt, -6%, -20, nt, 2%
- Cc1cc(Nc2cccc(C(F)(F)F)c2)n2nc(C)nc2n1
  1%, 2%, ?, 12%, -6%, 0%, -17, -11%, -1%
- C=CCOC(=O)C1=C(C)Nc2nc3ccccc3n2C1c1ccncc1 (stereo not given)
  4%, -5%, ?, 11%, -9%, 0%, -10, 1%, -16%
- O=C(Nc1ccc(Br)cc1)c1cc(S(=O)(=O)Nc2ccccn2)ccc1Cl
  -13%, -12%, i, -6%, -20%, -20%, 13, -10%, -25%
- O=C(CN1CCCCC1)Nc1ccc(S(=O)(=O)N2CCCCCC2)cc1
  ?, 2%, i, 0%, -6%, -15%, 9, 8%, 0%
- CC1=C(C(=O)N(C)C)CC(CC(=O)NCCCCc2ccccc2)C(=O)N1CCC1=CCCCC1 (stereo not given)
  nt, 4%, ?, 1%, -19%, -101%, -10, nt, 12%
- CC1=C(C(=O)OCC2CCCO2)C(c2cccc(O)c2)NC(=O)N1 (stereo not given)
  ?, -3%, i, 2%, 1%, -8%, 10, 4%, 7%[9.24 µM]
- CCOC(=O)C1CCCN(c2cc(=O)n(Cc3ccc(F)cc3)c(=O)[nH]2)C1 (stereo not given)
  -7%, -3%, i, 11%, -23%, 8%, 5, 9%, -7%
- NC(=O)COC(=O)c1ccccc1OCc1ccccc1
  3%, -1%, i, 3%, -19%, 15%, 0, -18%, -3%
- Nc1nc2n(n1)C(c1ccc(F)cc1)CC(c1ccc(F)cc1)N2 (stereo not given)
  1%, 6%, i, 9%, -4%, 3%, 3, -4%, -1%
- COc1cc(/C=C2/SC(=S)N(Cc3ccccc3)C2=O)ccc1O
  -18%, -13%, ?, ?, 6%, -71%, -82*, ?, -8%
- c1csc(Cn2nnnc2CN2CCN(c3nc4ccccc4s3)CC2)c1
  ?, -14%, i, -22%, -20%, -8%, -26, -1%, -18%
- CC(=O)OCC12COC3c4ccccc4OC(C)(CC1C)C3C2C (stereo not given)
  ?, -1%, i, 5%, ?, 3%, 0, -1%, -2%
- CCC(=O)Nc1ccnc(-c2cccnc2)n1
  1%, 11%, i, 11%, -4%, -11%, 20, -4%, 6%
- COC(=O)c1c(C)[nH]c(O)c1C=Nc1ccc(Oc2ccccc2)cc1
  -36%[inhibitor], -6%, i, -15%, -3%, 7%, -15, 12%, ?
- CCCCN(C)C(=O)c1cc2cc([N+](=O)[O-])cc(OC)c2oc1=O
  0%, -4%, i, -2%, -14%, -5%, 1, -6%, -2%
- COc1cc2[nH]c(-c3ccc(C)cc3)cc(=O)c2cc1OC
  -7%, 7%, i, 0%, 24%, -26%, -8, -12%, 12%

3 of the entries above in order of their number in IL1B secr inh, highest first.
compound	IL1B secr inh
CC1=C(C(=O)OCC2CCCO2)C(c2cccc(O)c2)NC(=O)N1 (stereo not given)	10
O=C(CN1CCCCC1)Nc1ccc(S(=O)(=O)N2CCCCCC2)cc1	9
CC1=C(C(=O)N(C)C)CC(CC(=O)NCCCCc2ccccc2)C(=O)N1CCC1=CCCCC1 (stereo not given)	-10
